High-throughput results from PubChem BioAssay.
Mtb FBA inh – inhibitors of M. tuberculosis fructose-bisphosphate aldolase; purified M. tuberculosis FBA, fluorescence read-out; inhibition, % at 1 µM; actives 2.3% (n = 360,000); in the data active = inhibition above about 27%;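 note: 0% = vehicle and 100% = reference inhibitor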
Target sequence (P9WQA3 whole entry, looked up): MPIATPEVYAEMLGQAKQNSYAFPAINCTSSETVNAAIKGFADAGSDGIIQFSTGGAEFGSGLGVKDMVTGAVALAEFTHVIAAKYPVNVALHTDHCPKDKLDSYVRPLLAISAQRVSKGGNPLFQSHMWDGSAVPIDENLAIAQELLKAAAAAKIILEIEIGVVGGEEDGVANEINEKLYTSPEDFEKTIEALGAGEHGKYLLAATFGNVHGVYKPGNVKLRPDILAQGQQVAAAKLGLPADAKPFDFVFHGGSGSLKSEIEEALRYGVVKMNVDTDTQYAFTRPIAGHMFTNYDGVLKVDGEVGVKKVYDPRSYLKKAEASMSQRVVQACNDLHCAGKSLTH
BH1578 lux ind – quorum light induction in luxS cqsA deficient V. cholerae. V. cholerae BH1578 lux reporter, luminescence, 6 h. activation, % at 18.7 µM. actives 0.16% (n = 350,000). AID 588436; in the data active = activation mostly above about 9.7%, no sharp cut-off; note: not every result past the cut was called active; inactives centre near 0; reference of the scale not given here
SARS 3CLpro inh – SARS-CoV 3CLpro protease inhibition; P0C6X7; recombinant SARS-CoV 3CLpro, quenched FRET peptide cleavage; inhibition, % at 6 µM; actives 0.14% (n = 290,000); in the data active = inhibition above about 12%
MazF activator – activators of E. coli MazEF toxin-antitoxin RNase; activation, % at 20 µM; P0AE70; AID 504720; actives 0.32% (n = 350,000); FAM/BHQ RNA-DNA oligo cleavage fluorescence, 5 h; in the data active = activation above about 50%
Rv3671c inh – inhibitors of M. tuberculosis serine protease Rv3671c; P9WHR9; inhibition, % at 5.96 µM; actives 0.048% (n = 320,000); AID 2606; in the data active = inhibition above about 38%;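 note: extracellular domain of Rv3671c used as enzyme; 0% = enzyme with DMSO and 100% = no enzyme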
Target sequence (P9WHR9 whole entry, looked up, the tested form may be a part): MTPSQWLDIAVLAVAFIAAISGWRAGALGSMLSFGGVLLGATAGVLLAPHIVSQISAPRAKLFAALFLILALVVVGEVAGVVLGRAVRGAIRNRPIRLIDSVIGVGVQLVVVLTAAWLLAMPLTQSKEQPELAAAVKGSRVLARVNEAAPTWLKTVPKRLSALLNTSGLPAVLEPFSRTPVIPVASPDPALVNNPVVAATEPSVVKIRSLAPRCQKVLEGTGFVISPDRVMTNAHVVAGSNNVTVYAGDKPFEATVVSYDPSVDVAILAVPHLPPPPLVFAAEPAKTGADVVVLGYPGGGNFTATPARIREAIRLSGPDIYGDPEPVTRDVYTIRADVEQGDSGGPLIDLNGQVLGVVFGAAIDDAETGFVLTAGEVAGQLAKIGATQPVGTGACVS
SSB-PriA inh – blocks PriA binding to SSB C-terminal tail. AlphaScreen SSBct-PriA binding, biotinylated peptide. inhibition, % at 33 µM. actives 0.6% (n = 430,000). AID 1272365; in the data active = inhibition mostly above about 37%, no sharp cut-off; inactive = mostly below about 20%;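 note: plate controls were negative control peptide for no effect and reference peptide for full effect; strong numbers were not always called active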
Mtb BioA inh – inhibitors of Mycobacterium tuberculosis BioA enzyme; purified M. tuberculosis BioA enzyme, plate reader; inhibition, % at 9.99 µM; actives 0.096% (n = 360,000); AID 602481; in the data active = inhibition above about 40%
Mtb UGM inh – inhibitors of M. tuberculosis UDP-galactopyranose mutase. P9WIQ1. actives 0.06% (n = 320,000). inhibition, % at 10 µM. purified UGM, fluorescence polarization probe displacement; in the data active = inhibition above about 10%, passing the limit was not always enough
DUSP3 inh – blocks human VHR1 dual specificity phosphatase | P51452 | actives 0.52% (n = 290,000) | AID 1654 | recombinant VHR phosphatase, pNPP absorbance | inhibition, % at 13.3 µM; in the data active = inhibition above about 50%; note: some compounds called inactive have numbers as strong as hits
Target sequence (P51452 whole entry, looked up): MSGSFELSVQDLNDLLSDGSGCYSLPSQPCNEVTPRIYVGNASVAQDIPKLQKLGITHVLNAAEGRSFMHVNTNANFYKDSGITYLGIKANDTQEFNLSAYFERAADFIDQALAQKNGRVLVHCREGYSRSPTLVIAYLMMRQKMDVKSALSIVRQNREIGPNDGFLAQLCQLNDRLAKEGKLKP
GDH-TPI counter – inhibits GDH-TPI coupling enzymes, artifact for Mtb FBA screen | inhibition, % at 4.8 µM | GDH-TPI coupled enzyme counterscreen, NADH absorbance | actives 1.2% (n = 360,000); in the data active = inhibition above about 30%;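 note: 0% = DMSO wells and 100% = wells lacking the enzyme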
* = called active by the depositor; i = inactive; nt = no result given. These rows are one share of the data (hit frequency here may not be typical).

cpd	canonical_smiles	SARS 3CLpro inh	GDH-TPI counter	Rv3671c inh	BH1578 lux ind	MazF activator	Mtb BioA inh	DUSP3 inh	Mtb UGM inh	SSB-PriA inh	Mtb FBA inh
1	O=C(Nc1nnc(-c2ccccc2F)s1)Nc1ccccc1F	-1	3	9	-0.5	1	nt	49	-3.5	-2	6
2	COc1cc(NC(=O)c2ccccc2-c2ccccc2)cc(OC)c1	0	5	3	-0.4	3	0.0	-17	1.8	-15	-1
3	CC(=O)NCCN1C(=O)C2C3c4ccccc4C(c4ccccc43)C2C1=O (configuration not stated)	3	-4	-3	0.4	1	-2.8	22	2.4	-7	-1
4	O=C(OCC(=O)N1CCN(C(=O)c2ccco2)CC1)c1ccc(Cl)nc1	nt	-11	13	i	6	2.6	nt	-0.1	-4	-1
5	CNCC(O)c1cc(F)c(OCc2ccccc2)c(OCc2ccccc2)c1F (configuration not stated)	nt	8	2	-11	21	-0.5	nt	-0.8	9	0
6	C[C@@H]1NC(=O)/C(=C\c2ccccc2Cl)NC1=O	0	-4	2	i	-7	-1.8	33	0.2	-15	0
7	CCOC(=O)c1[nH]c2cc(OC)c(OC)cc2c1NC(=O)c1ccc2c(c1)OCO2	-3	5	4	i	13	nt	39	4.1	-6	-1
8	CCOC(=O)c1ccc(-c2c(C(=O)OCC)oc3cc(O)c(CC)cc3c2=O)o1	-5	18	-12	i	4	0.0	-2	1.0	-6	-5
9	O=C(/C=C/c1ccco1)Nc1sc2c(c1C(=O)O)CCC2	6	24	2	-0.9	-5	nt	-1	1.3	5	-3
10	NC(=O)c1nsc(C(=O)N(Cc2ccccc2F)C(C(=O)NCC2CCCO2)c2ccc(F)cc2)c1N (configuration not stated)	4	-1	-20	-0.6	1	-1.0	-2	1.0	3	1
11	Nc1ccccc1C#CC(=O)c1ccccc1	-1	8	0	i	12	nt	27	-0.4	-5	4
12	COc1ccc(OCC(=O)Nc2ccc3c(c2)n(C)c(=O)n3C)cc1	-7	-4	-2	-0.2	-4	1.8	2	-0.1	-15	-3
13	CC(C)OCCCNc1nc2c(cnn2C)c(=O)[nH]1	nt	6	nt	i	1	-1.6	nt	nt	-8	2
14	Cc1ccc(C(O)c2ncc(-c3ccccc3Cl)[nH]2)cc1 (configuration not stated)	nt	2	nt	-0.5	nt	1.5	nt	nt	nt	3
15	COc1ccccc1Nc1nc(N)nc(CSc2nnc(C)s2)n1	1	8	-9	i	-8	0.6	8	-0.3	-23	-1
16	CCOC(=O)C1=CC[C@@H](c2ccco2)N(S(=O)(=O)c2ccc(C)cc2)[C@H]1C(=O)OCC	nt	-2	-9	i	2	-1.8	nt	1.9	4	-1
17	CN(Cc1ccccc1)S(=O)(=O)c1ccc(Cl)c(C(=O)OCC(=O)NC2CCS(=O)(=O)C2)c1 (configuration not stated)	nt	4	3	i	8	0.9	nt	0.7	-7	1
18	CC(C)(C)OC(=O)N1CCC(C(=O)Nc2cccc(C(=O)NCc3ccccc3)c2)CC1	nt	-2	nt	1.4	6	1.7	nt	nt	-9	-3
19	O=C(O)c1cc(-c2cc3ccccc3o2)nn1-c1ccccc1	-3	9	6	-0.5	-17	nt	-23	0.4	4	23
20	CN1CCCN(C(=O)/C=C/c2ccc(Cl)cc2Cl)CC1	1	-7	-11	-0.2	4	nt	12	1.3	3	4
21	CCN(Cc1ccccc1)S(=O)(=O)c1csc(C(N)=O)c1	-4	-2	-9	-0.3	1	0.5	2	-1.5	5	1
22	O=C(Nc1ccn(Cc2ccccc2)n1)c1cccc(F)c1	-7	-1	nt	-0.2	4	3.8	-22	nt	-15	4
23	COc1cc2ccccc2cc1-c1nnc(COc2ccccc2)o1	1	13	3	-0.4	19	-4.0	-17	-1.4	-6	18
24	CCCCN1CCC(=O)NC1=O	nt	11	nt	1.8	8	-1.2	nt	nt	-15	1
25	Cc1sc(C(C2C(=O)CC(C)(C)CC2=O)C2C(=O)CC(C)(C)CC2=O)cc1[N+](=O)[O-]	0	4	0	i	-8	nt	15	-1.0	2	1

Compounds listed so far that have two or more sulfur atoms, in the order listed:
cpd	canonical_smiles	SARS 3CLpro inh	GDH-TPI counter	Rv3671c inh	BH1578 lux ind	MazF activator	Mtb BioA inh	DUSP3 inh	Mtb UGM inh	SSB-PriA inh	Mtb FBA inh
15	COc1ccccc1Nc1nc(N)nc(CSc2nnc(C)s2)n1	1	8	-9	i	-8	0.6	8	-0.3	-23	-1
17	CN(Cc1ccccc1)S(=O)(=O)c1ccc(Cl)c(C(=O)OCC(=O)NC2CCS(=O)(=O)C2)c1 (configuration not stated)	nt	4	3	i	8	0.9	nt	0.7	-7	1
21	CCN(Cc1ccccc1)S(=O)(=O)c1csc(C(N)=O)c1	-4	-2	-9	-0.3	1	0.5	2	-1.5	5	1

Exported with two lines to a compound: 5 of the compounds above
Below each compound: SARS 3CLpro inh, GDH-TPI counter, Rv3671c inh, BH1578 lux ind, MazF activator, Mtb BioA inh, DUSP3 inh, Mtb UGM inh, SSB-PriA inh, Mtb FBA inh
(22) O=C(Nc1ccn(Cc2ccccc2)n1)c1cccc(F)c1
 : -7, -1, nt, -0.2, 4, 3.8, -22, nt, -15, 4
(3) CC(=O)NCCN1C(=O)C2C3c4ccccc4C(c4ccccc43)C2C1=O (configuration not stated)
 : 3, -4, -3, 0.4, 1, -2.8, 22, 2.4, -7, -1
(12) COc1ccc(OCC(=O)Nc2ccc3c(c2)n(C)c(=O)n3C)cc1
 : -7, -4, -2, -0.2, -4, 1.8, 2, -0.1, -15, -3
(7) CCOC(=O)c1[nH]c2cc(OC)c(OC)cc2c1NC(=O)c1ccc2c(c1)OCO2
 : -3, 5, 4, i, 13, nt, 39, 4.1, -6, -1
(14) Cc1ccc(C(O)c2ncc(-c3ccccc3Cl)[nH]2)cc1 (configuration not stated)
 : nt, 2, nt, -0.5, nt, 1.5, nt, nt, nt, 3

Continuation.
cpd	canonical_smiles	SARS 3CLpro inh	GDH-TPI counter	Rv3671c inh	BH1578 lux ind	MazF activator	Mtb BioA inh	DUSP3 inh	Mtb UGM inh	SSB-PriA inh	Mtb FBA inh
26	O=C1CCC(C(=O)OCC(=O)Nc2ccc(SC(F)F)cc2)=NN1	nt	-2	nt	-0.2	-9	1.2	nt	nt	nt	0
27	O=C(NCc1nc2ccccc2[nH]1)C1=C[C@@H](c2ccc(Br)cc2)C[C@@H](OCc2ccc(CO)cc2)O1	5	10	-56	i	-8	-1.1	0	3.0	13	5
28	COC(=O)CC1C(=O)NCCN1C(=O)c1ccc(S(=O)(=O)N2CCOCC2)cc1 (configuration not stated)	-2	-6	1	1.1	4	-1.9	12	-2.2	5	-3
29	O=C(CNC(=S)NC(=O)c1ccc(F)cc1)c1ccccc1	-1	13	-3	-0.1	3	nt	-8	-4.2	9	2
30	CCOC(=O)c1ccc(-n2c(CN3CCC(O)CC3)nc3ccc([N+](=O)[O-])cc3c2=O)cc1	5	45*	-2	0.3	2	nt	17	-1.8	10	0
31	COc1cccc(CNc2ccc(C(=O)O)cc2)c1OCc1ccccc1	9	-10	8	i	0	nt	26	1.5	0	0
32	COc1ccc(/C=N/NC(=O)c2ccc(N(C)S(=O)(=O)c3ccccc3)cc2)c(OC)c1	2	23	-13	-0.2	8	-1.6	15	-0.8	nt	2
33	O=C(CSc1ccc(Cl)cc1)Nc1cccc(-c2nc3ncccc3o2)c1	-3	2	-7	i	5	2.8	36	-2.5	0	1
34	CCOc1ccc(/C=C/C(=O)OCC(=O)Nc2cccc(S(=O)(=O)N3CCCC3)c2)cc1	nt	4	-65	-0.2	-3	-1.1	nt	-1.7	-8	-1
35	Nc1c(-c2ccc(Cl)cc2)nnn1-c1ccccc1	-8	-2	5	0.9	-4	-0.3	2	-2.9	-12	6
36	COc1cccc2nc3cc(C)c(C)cc3nc12	-14	7	10	i	4	1.6	23	-0.1	3	0
37	COc1cccc(C2=NN(C(=O)c3ccco3)C(O)(C(F)(F)F)C2)c1 (configuration not stated)	3	-1	-3	-0.1	-6	0.2	6	0.4	-13	3
38	CN(Cc1ccccc1)/C(=N/O)c1cccc(Cl)c1	-2	-7	5	-1.9	1	-0.1	16	-0.7	nt	-2
39	CC(C)OCCCNC(=O)C1CC(=O)N(CCc2ccccc2)C1 (configuration not stated)	-1	10	-6	0.5	4	-0.6	-29	-0.5	-7	1
40	COc1ccccc1NS(=O)(=O)c1cccc(C(=O)NCC2(N3CCCCC3)CCCCC2)c1	nt	11	nt	i	1	0.8	nt	nt	-1	3
41	CC(N1CCOC1=O)S(=O)(=O)c1ccccc1 (configuration not stated)	4	-3	4	i	5	0.9	2	0.7	-12	-7
42	CCn1cc(C(=O)NCCc2ccccc2)c(=O)c2cc(S(=O)(=O)N3CCCC3)ccc21	0	10	-15	0.7	0	-2.4	10	-0.9	-21	1
43	CC(C)C1NC2(C(=O)c3ccccc3C2=O)C2C(=O)N(c3ccc(F)cc3)C(=O)C12 (configuration not stated)	-3	-7	-12	-0.3	7	-4.7	11	0.7	0	-2
44	O=C(O)Cc1csc(NC(=O)c2ccco2)n1	0	19	-5	-0.4	-12	-1.4	24	-0.5	0	-2
45	O=C(Nc1ccc(Cl)cc1)c1ccc2c(c1)S(=O)(=O)c1ccccc1C2=O	nt	7	-1	i	3	-1.0	nt	1.1	-9	0
46	CC(C)CN(CCNC(=O)CN1C(=O)COc2ccc(S(=O)(=O)N3CCC(C)CC3)cc21)CC(C)C	-6	-4	-11	-0.4	11	-3.9	27	-1.4	2	2
47	CC(C)[C@H](NC(=O)N1CCn2c1nc1ccccc12)C(=O)N[C@@H](C(=O)O)c1ccccc1	4	0	-10	-0.3	3	-0.5	-18	0.6	-24	0
48	Nc1cc(N)nc(SCC(=O)NNC(=O)c2ccc(Cl)cc2)n1	-2	7	-4	3.8	1	-1.5	27	0.7	-3	-1
49	Cc1nnc(SCCCn2c(N3CCN(c4ccccc4)CC3)nc3c2c(=O)[nH]c(=O)n3C)s1	-4	6	-5	i	7	12	21	2.0	12	2
50	Oc1ccc(N=Nc2ccc3c(c2)OCCO3)c2ncccc12	-8	11	13	i	10	-1.2	10	1.1	-10	-14
51	O=C(CNC(=O)c1ccc(Br)o1)NC1CCCCC1	-2	2	-7	i	3	1.4	2	-1.4	-1	1
52	COCCN1C(=O)/C(=C2/C(=O)N(CC(=O)Nc3ccccc3Cl)c3ccccc32)SC1=S	-1	-7	-1	i	24	-2.3	4	-1.1	6	-2
